Yfh1-off respiration: enhancers of respiration in Yfh1-depleted yeast, dose response, Friedreich's ataxia, plus single-dose screen (AID 1465); S. cerevisiae Yfh1-off respiration, WST-1 reduction, 72 h; higher fold induction means a stronger effect; 220,000 tested, 0.074% active; fold induction at 50 µM; hits with a dose series show EC50 in µM;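 active = fold induction of absorbance versus untreated yeast above a set limit, then at least 30% activation at any dose in follow-up; inconclusive = repeats straddling the limit, or above it without dose testing; inactive = fold induction below the set limit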;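 also: activators that raise dye reduction in frataxin-depleted yeast; strong numbers were not always called active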
GPR55 LPI antagonism: GPR55 antagonists blocking LPI-driven arrestin recruitment, primary screen, imaging, U2OS, beta-arrestin-GFP, LPI agonist (AID 2013); U2OS GPR55 beta-arrestin-GFP translocation imaging, LPI antagonism; higher % means a stronger effect; one-dose inhibition, % at 10 µM; IC50 in µM for titrated hits; 290,000 tested, 0.13% active;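 active = spots per cell inhibited over 60%, with over 100 cells counted and total cytoplasm intensity under 500,000; inconclusive = wells with under 100 cells, flagged as likely toxic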;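 also: U2OS cells stably carrying GPR55 and arrestin-GFP stimulated by 5 µM LPI near EC80; imaged beta-arrestin-GFP aggregate spots per cell after agonist stimulation; plate controls were LPI-stimulated DMSO wells for no effect and DMSO wells without LPI for full effect; some results filed as inactive read as strong as hits; confirmed hits need IC50 under 10 µM and bright autofluorescent wells are also inconclusive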
GPR35 antagonists: inhibition of zaprinast-stimulated GPR35 beta-arrestin translocation – imaging, U2OS, beta-arrestin-GFP, zaprinast agonist, primary screen (AID 2058); U2OS GPR35 beta-arrestin-GFP translocation imaging, zaprinast antagonism; higher % means a stronger effect; one-dose inhibition, % at 10 µM; IC50 in µM for titrated hits; 290,000 tested, 0.052% active;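 active = inhibition of at least 50% with at least 30 cells and total cytoplasm GFP at most 10,000,000; inconclusive = under 30 cells or total GFP of 10,000,000 plus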
Rac1 GTP hydrolysis: MgcRacGAP GTPase-activating activity inhibitors, confirmation, biochemical, ADP Hunter fluorescence | MgcRacGAP-stimulated Rac1 GTP hydrolysis, ADP Hunter fluorescence; higher % means a stronger effect; GST-tagged Rac1 F28L mutant substrate | inhibition, % at 30 µM; hits with a dose series show IC50 in µM | 340,000 tested, 0.6% active | AID 624330;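 active = first-screen hits whose inhibition reached a set limit at any dose in the follow-up dose series; inconclusive = inhibition above the set first-screen limit but never retested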;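 also: fluorescence reports GDP produced by GAP-driven GTP hydrolysis; strong numbers were not always called active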
Dengue-2 NS5 capping: flavivirus cap methylation enzyme inhibition – biochemical, confirmation dose response, primary screen (AID 588689). inhibition, % at 25 µM; hits with a dose series show IC50 in µM. 340,000 tested, 0.3% active. Dengue-2 NS5 methyltransferase capping enzyme assay, biochemical; higher % means a stronger effect; in the data active = a potency from the dose series; inconclusive = inhibition above about 29% without an active follow-up result
SV40 large T antigen: TAg ATPase/helicase activity blockers – biochemical (AID 1903); SV40 large T antigen ATPase/helicase inhibition assay; higher % means a stronger effect; one-dose inhibition, % at 20 µM; IC50 in µM for titrated hits; 310,000 tested, 0.39% active; in the data active = a potency from the dose series; inconclusive = inhibition mostly from about 32% at the one dose, without a potency; inactive = the rest, 99 in 100 with inhibition below about 32%; also: strong numbers were not always called active
AID2073: inhibitors of Mint1-CaV2.2 protein interaction, biochemical, HTRF (AID 2073). inhibition, % at 20 µM, or IC50 in µM where a hit was titrated. HTRF protein-protein interaction, Mint1-CaV2.2; higher % means a stronger effect. 290,000 tested, 0.19% active; in the data active = inhibition mostly above about 51%, no sharp cut-off; inconclusive = no clear call, values can overlap the other calls; inactive = mostly below about 53%; also: some results filed as inactive read as strong as hits
NTR1 agonist: agonists of NTR1, primary screen, imaging, U2OS cells, beta-arrestin-GFP, high content (AID 493036) | NTR1-U2OS beta-arrestin-GFP spot imaging, agonist mode | activation, % at 20 µM | P30989 | 330,000 tested, 0.17% active;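 active = activation at or above 40% of the spot to cytoplasm intensity ratio, with at least 20 cells analyzed; inconclusive = wells under 20 cells, flagged as cytotoxic or low count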;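 also: 0% = DMSO without peptide and 100% = 100 nM NTR1 peptide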
Target sequence (P30989 whole entry, looked up): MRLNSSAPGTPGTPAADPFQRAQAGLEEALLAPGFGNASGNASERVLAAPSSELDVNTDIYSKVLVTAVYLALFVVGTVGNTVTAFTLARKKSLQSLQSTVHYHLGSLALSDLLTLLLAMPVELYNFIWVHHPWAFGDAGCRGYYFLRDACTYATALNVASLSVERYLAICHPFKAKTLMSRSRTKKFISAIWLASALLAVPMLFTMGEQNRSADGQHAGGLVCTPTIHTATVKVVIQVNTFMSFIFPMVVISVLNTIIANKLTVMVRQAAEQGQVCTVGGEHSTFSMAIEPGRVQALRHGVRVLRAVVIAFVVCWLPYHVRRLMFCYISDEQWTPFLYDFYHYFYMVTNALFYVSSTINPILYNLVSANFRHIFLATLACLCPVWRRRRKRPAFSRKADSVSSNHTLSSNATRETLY
GPR55 beta-arrestin: selective activators of receptor GPR55 – imaging, U2OS cells, beta-arrestin-GFP redistribution, primary screen (AID 1961); U2OS GPR55 beta-arrestin-GFP redistribution imaging; higher % means a stronger effect; activation, % at 10 µM, or EC50 in µM where a hit was titrated; 290,000 tested, 0.048% active;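 active = activation above 40% with more than 50 cells counted in the well; inconclusive = wells holding fewer than 50 cells, flagged as toxic or sparse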;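 also: U2OS osteosarcoma cells stably expressing GPR55 and beta-arrestin-GFP; plate controls were DMSO negative control for no effect and LPI positive control for full effect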
NTR1 agonist cell count 20 µM: also measured in NTR1 agonist; calls as there; cell count; measured here: cell count, cytotoxicity flag
Dengue-2 NS5 capping pilot replicate: recorded beside Dengue-2 NS5 capping, whose call it bears; inhibition, %; measured here: pilot screen replicate inhibition
Numbers without * were called inactive; i = inactive; ? = inconclusive; . = no result given.

SMILES	Yfh1-off respiration	GPR55 LPI antagonism	GPR35 antagonists	Rac1 GTP hydrolysis	Dengue-2 NS5 capping	SV40 large T antigen	AID2073	NTR1 agonist	NTR1 agonist cell count 20 µM	GPR55 beta-arrestin	others
CCN(CC)S(=O)(=O)c1ccc2c(c1)c(C(=O)O)cn2C	i	-2%	2%	8%	-5%	21%	8%	0.1	47	-0.1%
Cc1cc(NC(=O)CC(F)(F)F)n(-c2ccccc2)n1	i	8%	-6%	10%	3%	4%	-3%	-0.8	69	0.0%
COc1ccc(C2NC(=O)c3sc(=S)n(-c4ccccc4)c3N2)cc1 (stereo unspecified)	i	6%	-18%	21%	-3%	19%	-24%	2.5	43	-0.2%
CCOc1ccc(C(=O)NCC(=O)N2CCC3CCCCC3C2)cc1OCC (stereo unspecified)	.	4%	-6%	6%	-7%	0%	7%	-0.1	54	-0.4%
CCC(=C(c1ccc(OC)cc1)c1ccc(OC)cc1)c1cn(CC(O)CN2CCN(C)CC2)c2ccccc12 (stereo unspecified)	.	79%	-21%	9%	-8%	12%	6%	.	.	0.3%
O=C(c1ccc2nccnc2c1)N1CCCC(Nc2ccc(F)c(F)c2)C1 (stereo unspecified)	.	-1%	-2%	8%	-4%	-1%	4%	-0.4	55	-0.1%
Cc1[nH]nc2oc(=O)c(CCO)c(C)c12	i	9%	-6%	0%	0%	12%	18%	-0.2	51	-0.1%
O=C(c1cccc(C(F)(F)F)c1)N1CCC(O)(CS(=O)(=O)Cc2ccccc2Cl)CC1	i	4%	-5%	-1%	4%	0%	6%	-0.6	84	-0.1%
CC(=O)Nc1ccc(NC(=O)Cn2cc3c(n2)CCC(C)C3)cc1 (stereo unspecified)	i	3%	-8%	.	.	1%	10%	.	.	-0.2%
O=C(c1noc2c1CCCC2)N1CCCC(N2CCN(c3ccccc3F)CC2)C1 (stereo unspecified)	.	0%	-16%	13%	-6%	-4%	21%	1.4	55	-0.2%
CCc1ccc(NC(=O)NCc2ccc3c(c2)OCO3)cc1	.	2%	-9%	10%	-2%	8%	6%	1.8	53	0.2%
Cc1ccc(S(=O)(=O)CC(CN2CCCCC2)N2CCCCC2)cc1 (stereo unspecified)	i	-4%	19%	3%	-11%	1%	?	.	.	0.2%

Molecules above with fluorine, in the order listed:
SMILES	Yfh1-off respiration	GPR55 LPI antagonism	GPR35 antagonists	Rac1 GTP hydrolysis	Dengue-2 NS5 capping	SV40 large T antigen	AID2073	NTR1 agonist	NTR1 agonist cell count 20 µM	GPR55 beta-arrestin	others
Cc1cc(NC(=O)CC(F)(F)F)n(-c2ccccc2)n1	i	8%	-6%	10%	3%	4%	-3%	-0.8	69	0.0%
O=C(c1ccc2nccnc2c1)N1CCCC(Nc2ccc(F)c(F)c2)C1 (stereo unspecified)	.	-1%	-2%	8%	-4%	-1%	4%	-0.4	55	-0.1%
O=C(c1cccc(C(F)(F)F)c1)N1CCC(O)(CS(=O)(=O)Cc2ccccc2Cl)CC1	i	4%	-5%	-1%	4%	0%	6%	-0.6	84	-0.1%
O=C(c1noc2c1CCCC2)N1CCCC(N2CCN(c3ccccc3F)CC2)C1 (stereo unspecified)	.	0%	-16%	13%	-6%	-4%	21%	1.4	55	-0.2%

Next entries follow:
SMILES	Yfh1-off respiration	GPR55 LPI antagonism	GPR35 antagonists	Rac1 GTP hydrolysis	Dengue-2 NS5 capping	SV40 large T antigen	AID2073	NTR1 agonist	NTR1 agonist cell count 20 µM	GPR55 beta-arrestin	others
COc1ccc(CCNC(=O)COc2cc(C)cc3oc(=O)cc(C)c23)cc1	.	8%	-8%	-1%	-5%	12%	15%	2.9	51	0.1%
Cc1noc(C)c1COC(=O)c1cccnc1SCC(=O)Nc1ccc2c(c1)OCO2	i	9%	-5%	6%	-8%	2%	-4%	-0.4	74	-0.3%
CC1(c2ccccc2)NC(=O)N(CC(=O)N2CCN(S(=O)(=O)c3cccc([N+](=O)[O-])c3)CC2)C1=O (stereo unspecified)	.	.	.	5%	-1%	13%	.	-0.5	55	.
Cc1cccc(NC(=O)c2ccc3c(c2)OCCO3)n1	.	7%	-3%	-2%	0%	4%	4%	-0.9	48	-0.1%
CC(NCc1cccc(OCc2ccccc2)c1)C(O)c1ccccc1 (stereo unspecified)	i	3%	-21%	5%	5%	1%	4%	3.0	66	0.2%
O=C(O)CCCC(=O)Nc1ccccc1C(=O)N1CCOCC1	i	8%	-7%	5%	-5%	1%	-10%	1.6	44	0.0%
Cn1c(=O)c2c(O)c(Cc3ccccc3)c(=O)n(C)c2n(C)c1=O	.	17%	1%	-7%	6%	14%	3%	-0.8	59	-0.2%
CCOC(=O)CC1(NC(=O)c2cc(COc3cncc(Cl)c3)on2)CCCCC1	.	-4%	-18%	2%	-9%	11%	8%	-0.4	91	-0.2%
Cc1ccccc1N(C)S(=O)(=O)c1nnc(NC(=O)c2ccco2)s1	.	-3%	-10%	24%	-9%	12%	36%	-1.1	44	0.3%
CCOCCCNC(=O)C(c1ccc(C)cc1)N(Cc1ccc2c(c1)OCO2)C(=O)c1ccccn1 (stereo unspecified)	i	-3%	1%	4%	-5%	?	-21%	1.5	57	0.2%
Oc1cc2ccccc2nc1-c1ccccc1Cl	i	13%	5%	.	5%	6%	38%	-0.9	87	0.3%
O=C(COc1ccccc1Cl)Nc1ccc(C(=O)N2CCCCC2)cc1	.	5%	8%	10%	2%	-7%	2%	1.9	70	0.5%
O=C(Oc1ccc2ccc(OC(=O)N3CCCCCC3)cc2c1)N1CCCCCC1	i	8%	12%	9%	-2%	-1%	-4%	20	66	-0.3%
OC(CSc1c(Cl)cccc1Cl)CN1CCN(c2ccc(F)cc2)CC1 (stereo unspecified)	i	19%	6%	4%	-5%	3%	-2%	5.9	73	-0.3%
Cn1cccc1CC(=O)NNC(=S)Nc1ccc(Cl)cc1	i	2%	-11%	9%	6%	19%	7%	-1.6	86	-0.4%
COc1ccccc1OCCC(=O)OCC(=O)NC(=O)NC(C)(C)C	i	5%	-2%	4%	-8%	5%	-6%	-4.4	81	-0.2%
COc1ccc(OC)c(-n2c(SCC(N)=O)nnc2-c2c[nH]c3ccccc23)c1	i	1%	8%	-1%	-1%	3%	-4%	0.2	54	-0.2%
COCCCn1c(Cc2csc(Nc3cccc(Cl)c3)n2)nnc1SCC(=O)OC1CCCCC1	i	12%	8%	10%	-3%	16%	15%	10	35	-0.2%
CN(C)CCN(C(=O)c1ccc2ccccc2c1)c1nc2c(F)cc(F)cc2s1	.	16%	0%	8%	1%	9%	0%	0.9	58	-0.2%
COc1cc([N+](=O)[O-])cc(/C=N/NC(=O)Cn2cncn2)c1O	i	22%	-2%	10%	-2%	10%	5%	1.0	46	-0.3%
OCc1cc(CO)c(O)c(CCc2ccccc2)n1	i	-5%	-2%	3%	-3%	3%	3%	-3.8	49	-0.1%
Cc1cnc(CN(C)C(=O)CC2C(=O)NCCN2Cc2cccc(F)c2F)[nH]1 (stereo unspecified)	.	8%	0%	8%	-5%	26%	0%	-0.5	64	-0.1%
CC1Oc2ccccc2N(CC(=O)NCCc2ccccc2)C1=O (stereo unspecified)	i	-10%	10%	-5%	2%	-2%	12%	-0.4	73	0.1%
COc1ccc(C(=O)Nc2c(N)nc(SCC(=O)NCC3CCCO3)[nH]c2=O)cc1 (stereo unspecified)	.	-5%	-5%	9%	-9%	-5%	-3%	-1.1	63	0.0%
CC(C)CC(c1nnnn1C(C)(C)C)N1CCN(Cc2ccccc2)CC1 (stereo unspecified)	i	1%	9%	6%	-1%	23%	-2%	0.4	52	0.0%
O=C(NC1(C(F)(F)F)C(=O)Nc2c1c(=O)[nH]c(=O)n2-c1ccccc1)c1cccnc1 (stereo unspecified)	i	7%	25%	5%	-5%	0%	-4%	9.6	88	0.0%	Dengue-2 NS5 capping pilot replicate=-1.2
Cc1cc(Cl)ccc1OCCCC(=O)NCCc1nnc2ccccn12	.	-4%	-6%	2%	7%	8%	8%	0.6	63	-0.2%
Cc1ccc(C(=O)Cn2nc(C)c([N+](=O)[O-])c2C)c(C)c1	i	3%	-3%	0%	-11%	20%	-10%	0.1	36	-0.2%
O=C(NNC(=O)c1cc(Cl)ccc1O)c1cccc(S(=O)(=O)N2CCOCC2)c1	.	.	.	10%	2%	7%	.	0.6	62	.
O=C(Cc1ccsc1)NNC(=O)c1ccc(F)cc1	.	.	.	2%	-6%	9%	.	2.6	59	.
CN1CCN(c2ccc(C(=O)c3ccccc3)cc2[N+](=O)[O-])CC1	i	10%	0%	4%	1%	24%	-4%	1.7	45	0.3%
S=c1[nH]nc(COc2cccc(Cl)c2)n1Cc1ccccc1	i	-8%	4%	1%	-3%	6%	-12%	-0.2	35	-0.1%
CC1CN(Cc2ccccc2)C(C)CC1O (stereo unspecified)	i	-5%	14%	5%	-5%	5%	6%	0.8	59	0.5%
Cn1cccc1/C=N/NC(=O)Cc1cccc2ccccc12	i	-8%	9%	-3%	-9%	13%	11%	0.0	88	-0.5%
CCCOC(=O)C1=C(C)NC2=C(C(=O)CCC2)C1c1cccc(OC)c1OC (stereo unspecified)	i	10%	16%	2%	-1%	0%	4%	0.6	54	-0.1%
COC(=O)Cn1c2ccccc2c2nc(=O)cc(C)n21	i	3%	-15%	4%	3%	5%	4%	-1.1	46	0.2%
O=C(O)c1ccc(Cn2c(SCc3cc(=O)n4cc(Br)ccc4n3)nc3ccsc3c2=O)cc1	i	-12%	2%	.	.	15%	34%	2.5	50	0.6%
c1ccc(CSCc2cn3ccccc3n2)cc1	i	3%	-7%	6%	-4%	6%	14%	-0.4	49	0.3%
O=C1c2ccccc2C(=O)N1CC(O)COc1ccc(Cl)cc1 (stereo unspecified)	.	16%	0%	10%	-1%	6%	5%	1.8	96	-0.1%

Random excerpt: 2 entries already listed.
SMILES	Yfh1-off respiration	GPR55 LPI antagonism	GPR35 antagonists	Rac1 GTP hydrolysis	Dengue-2 NS5 capping	SV40 large T antigen	AID2073	NTR1 agonist	NTR1 agonist cell count 20 µM	GPR55 beta-arrestin	others
O=C1c2ccccc2C(=O)N1CC(O)COc1ccc(Cl)cc1 (stereo unspecified)	.	16%	0%	10%	-1%	6%	5%	1.8	96	-0.1%
CC(C)CC(c1nnnn1C(C)(C)C)N1CCN(Cc2ccccc2)CC1 (stereo unspecified)	i	1%	9%	6%	-1%	23%	-2%	0.4	52	0.0%

Screening data (PubChem BioAssay)
